# RmlC RmlD mix – RmlC/RmlD inhibition, mixture screen | inhibition, % at 5.5 µM | AID 1532 | RmlC/RmlD coupled enzyme inhibition, 384-well mixture HTS | 110,000 compounds, 0.39% hits; in the data active = inhibition above about 30%, passing the limit was not always enough; inconclusive = no clear call, values can overlap the other calls; note: strong numbers were not always called active
# HIV RNase H inh – inhibitors of HIV-1 reverse transcriptase RNase H; P04585; RT-RNase H RNA/DNA duplex cleavage, fluorescence; inhibition, % at 10 µM; 65,000 compounds, 1.9% hits; AID 565; in the data active = inhibition above about 50%
# An asterisk follows results filed as active; ? = inconclusive; . = no result given. Only part of the results is shown. The share of hits here may be higher or lower than overall.
# Order of results: RmlC RmlD mix	HIV RNase H inh
CCC(C)NC(=O)CS(=O)(=O)Cc1nc(-c2cccc(OC)c2)oc1C (stereo not given)
  -5	-2
O=C(COC(=O)c1cccnc1)Nc1cccc(Cl)c1
  6	1
CCN(CC)CCNC(=O)CCCNC(=O)Cn1cnc2sc(C)c(C)c2c1=O
  -10	-3
Cn1c(SCC(=O)NCc2cccs2)nnc1-c1ccc(S(=O)(=O)N2CCCC2)cc1
  -23	-4
Cn1c(=O)oc2cc(S(=O)(=O)NCCN3CCc4ccccc4C3)ccc21
  12	-44
C=CCOc1ccc(CNc2nn[nH]n2)cc1
  7	2
Cc1cccc(Nc2ncc3c(n2)CC(c2ccco2)CC3=O)c1 (stereo not given)
  -19	34
CC1CC(C)(C)CC2(C1)NC(=S)N(c1ccccc1)N2 (stereo not given)
  -15	.
COc1ccccc1-n1cc(C(=O)NCC(=O)N2CCN(c3ccccc3)CC2)c2ccccc2c1=O
  -11	-12
CC(C)(C)N(Cc1ccccc1)C(=O)CSc1nc2ccccc2c(=O)[nH]1
  -10	.
O=C(Cn1cnc2c(oc3ccccc32)c1=O)NCCc1ccccc1
  4	-2
Cc1cc(C)n2c(Nc3ccc4c(c3)OCCO4)c(-c3ccc(C)o3)nc2n1
  -23	.
CC(=O)OC1=C(O)C(=O)c2ccccc2C1=O
  4	.
CCN1C(=O)N(S(=O)(=O)C(F)(F)F)[C@@H](c2ccccc2)C(C(=O)OC)=C1C
  -70	.
O=c1c2c(ncn1CCO)nc1n2CCC1
  -9	.
CC(C)c1c(O)nc(SCCN2CCOCC2)[nH]c1=O
  -2	.
CC1(C)CC(=O)C2=C(C1)N(Cc1ccco1)C(=O)NC2(C(F)(F)F)C(F)(F)F
  -13	-10
COc1cccc(-n2c(SCC(N)=O)nc3c([nH]c4ccccc43)c2=O)c1
  .	6
COc1ccccc1Nc1cc2cc(Br)ccc2c(=O)[nH]1
  5	.
CCn1nc(CCC(=O)O)c2ccccc2c1=O
  0	.
O=C(NCC(c1cccnc1)N1CCN(c2ccc(F)cc2)CC1)c1ccc2c(c1)OCO2 (stereo not given)
  0	-3
COC(=O)c1nc2n(n1)C(c1cc(OC)ccc1OC)C(C(=O)OC1CCCCC1)=C(C)N2 (stereo not given)
  -5	-3
C=CCn1c(NCCO)nc2c1c(=O)n(C)c(=O)n2C
  16	31
COC(=O)COc1ccccc1C(N)=O
  -6	.
CCN1CCCC1Cn1cnc2c([nH]c3cccc(Cl)c32)c1=O (stereo not given)
  -4	4
COc1c2c(nc3ccccc13)OC(C(C)(O)COC(C)=O)C2 (stereo not given)
  -3	2
CN(C)C(=O)N1CCC(C(=O)NCc2ccc3c(c2)OCO3)CC1
  9	.
Cc1sc(NC(=O)c2ccco2)c(C(c2cccnc2)N2CCN(c3ccc(F)cc3)CC2)c1C (stereo not given)
  14	33
CCc1ccccc1NC(=O)c1ccc(-n2c(C)ccc2C)cc1
  -7	.
O=C(Nc1ccc(OC(=O)c2ccco2)cc1)c1ccco1
  -1	5
COc1cccc(/C(O)=C2\C(=O)C(=O)N(c3ccccn3)C2c2cccc(OC)c2OC)c1 (stereo not given)
  -8	.
COc1ccccc1CNC(=O)C1CCN(S(=O)(=O)N2CCCCC2)CC1
  -13	-2
CCc1c(C(=O)NCc2cnn(C)c2)csc1C
  23	-5
Cc1cc(=O)[nH]c2c1c(C)nn2C1CCCCC1
  -11	.
CCOCCn1c(N2CCN(c3ccc(OC)cc3)CC2)nc2c1c(=O)[nH]c(=O)n2C
  -13	-4
C=CCNC(=O)c1ccc(C)c(Br)c1
  -3	-10
Cc1n[nH]c(C)c1N1C(=O)c2cccc3c(N4CCCCCC4)ccc(c23)C1=O
  0	-55
CCC(CC)NCc1ccc(OC)cc1OC
  1	-4
O=C(/C=C/c1ccc(Cl)c(Cl)c1)n1cccn1
  -11	.
COC(=O)CCN(C1CCCCC1)S(=O)(=O)c1ccc(S(=O)(=O)NC2CCCCC2)cc1
  -5	.
CCOC(=O)c1ccc(CNC(=O)Cn2nnc(-c3ccc(C)cc3)n2)o1
  .	-6
Cc1ccc2c(c1)c1c(n2CC(O)Cn2c(C)nc3ccccc32)C(=O)CCC1 (stereo not given)
  7	-26
Cc1ccc(NC(=O)CCN2C(=O)CSC2=O)c(C)c1
  4	.
COc1ccc(OC)c(CN2CCN(C(=O)COc3cccc(C)c3)CC2)c1
  3	-13
CC1CCN(Cc2cnc(Cl)s2)CC1
  2	.
CCc1nnc(N2C(=O)c3cccc4cccc(c34)C2=O)s1
  6	.
CCCNC(=O)N1CCN(S(=O)(=O)c2ccc(C)cc2)CC1
  0	-5
O=c1ncc(F)c[nH]1
  -10	.
COc1ccc2nc(N3CCCC3)c(C#N)cc2c1
  -34	-30
CCCOc1ccc2oc(=O)c3c(c2c1)CCCN3C(=O)CN1CCc2ccccc2C1
  11	0
Cc1ccccc1OCCn1cnc2c(N)ncnc21
  4	.
CC(=O)c1cccc(-n2nnnc2SCC(=O)Nc2ccccc2N2CCCCC2)c1
  166	-6
COC(=O)CCC(=O)OC1(C)C(=O)C=C2C=C(C3CC3)N(CC(C)C)C=C2C1=O (stereo not given)
  -25	.
CCOCCCN(C(=O)Nc1ccc(CC)cc1)C1CCN(C(C)=O)CC1
  13	8
COc1ccc(S(=O)(=O)Nc2cc(C)on2)cc1OC
  12	-10
CC(C)OC(=O)c1cccnc1N1CCN(c2ccc(F)cc2)CC1
  6	.
O=C1N[C@H](Cc2ccccc2)C(=O)N[C@H]1Cc1cn(S(=O)(=O)c2ccccc2)c2ccccc12
  -15	.
CCCCn1c(C(C)NC(=O)CC)nc2ccccc21 (stereo not given)
  27	-5
O=S(=O)(c1ccccc1)N1CCN(c2nnnn2-c2ccccc2)CC1
  -4	-11
CCOC(=O)Nc1cccc(OCC(=O)Nc2ccc(OC)cc2OC)c1
  -19	-1

# (listing goes on)
# Order of results: RmlC RmlD mix	HIV RNase H inh
Cc1oc2cc3c(C(=O)N4CCCCC4)c(C)oc3cc2c1C(=O)N1CCCCC1
  ?	3
CCN(CC)C(=O)CN1CCN(c2ccccc2F)CC1
  -2	-5
COC(=O)c1ccc(-c2ncc(-c3cccc4ccccc34)o2)cc1
  -68	.
CCCOc1ccc(N2C(=O)CC(SCCN)C2=O)cc1 (stereo not given)
  -4	-2
O=C(Nc1nccs1)c1ccc(S(=O)(=O)NCc2cccs2)cc1
  -8	-1
Cc1cccc(Nc2nc3c(c(=O)n(C)c(=O)n3C)n2CC(O)CO)c1 (stereo not given)
  -25	-1
Cc1nn(C)cc1CNC(=O)CCC(=O)O
  15	-1
Cn1nc(CC(=O)NCc2cccc3ccccc23)c2ccccc2c1=O
  -20	.
COc1cccc(-c2nc(CS(=O)CC(=O)N3CCC4(CC3)OCCO4)c(C)o2)c1 (stereo not given)
  .	4
CCOC(=O)c1ccc(NS(=O)(=O)c2ccc3c(c2)CCCN3C(C)=O)cc1
  -17	-9
O=C(CC1(O)C(=O)N(Cc2ccccc2)c2ccccc21)c1ccc2c(c1)OCO2 (stereo not given)
  -21	.
CCOC(=O)N1CCN(C(=O)C(C)SCc2ccccc2)CC1 (stereo not given)
  -6	.
c1ccc2c(Oc3ccc4c(c3)OCO4)nncc2c1
  -2	-7
CCCc1cc(=O)n2[nH]c(NCc3c(F)cccc3Cl)nc2n1
  9	6
CCCCOC(=O)C1=C(C)NC2(O)c3ccccc3C(=O)C12O (stereo not given)
  -8	-2
COc1cccc(OC)c1C(=O)n1nc(C)cc1C
  3	-25
CC(C)CC(=O)NC(=S)N1CCCCCC1
  -8	.
CCCCn1nnnc1SCC(=O)Nc1ccc(F)cc1
  5	-8
CC(C)C[C@H](NC(=O)c1nc[nH]c1C(=O)NC1CCN(C(=O)OC(C)(C)C)CC1)C(=O)OC(C)(C)C
  -14	.
COC(=O)C1CCC(C)(C(=O)Nc2ccccc2)C1(C)C (stereo not given)
  -12	-4
C=CC1C(OC2OC(CO)C(O)C(O)C2O)OC=C(C(=O)OC)C1CC1CC(=O)CC(CC(=O)CCc2ccc(O)cc2)O1 (stereo not given)
  4	.
CCOC(=O)C(Cc1ccccc1)NC(=O)Cn1nnc(-c2ccc(SC)cc2)n1 (stereo not given)
  19	.
O=C1CC(=C(c2ccccc2)c2ccccc2)C(=O)N1CCCCN1CCN(c2cccc(Cl)c2)CC1
  -4	.
Fc1ccc(NCc2cccnc2)cc1
  -7	-4
CN(C)S(=O)(=O)c1ccc(C(=O)NCc2ccc3[nH]c4c(c3c2)CCCC4)cc1
  6	.
CCOc1ccc(NC(=S)N(Cc2ccc(N(C)C)cc2)Cc2ccco2)cc1
  -9	.
CC(=O)Nc1ccn(-c2ccccc2)n1
  11	11
C1=C(c2cccc3ccccc23)N2CCN=C2S1
  9	-22
CCN(CC)CCn1c(=S)[nH]c2ccccc2c1=O
  14	3
O=c1cc(N2CCN(c3ccccc3)CC2)[nH]c(=O)n1-c1ccccc1Cl
  1	2
COc1ccccc1N1CCN(C(=O)c2ccoc2C)CC1
  -11	0
COc1ccccc1N1CCN(C(=O)CSc2nnc3n2C(C)(C)Cc2ccccc2-3)CC1
  8	4
CCN(CC)c1ccc(CN(C(=O)c2cc(OC)c(OC)c(OC)c2)C2CCS(=O)(=O)C2)cc1 (stereo not given)
  3	5
O=C(Nc1ccc(Cl)cn1)c1cc(S(=O)(=O)N2CCCCC2)ccc1Cl
  4	-9
COc1cnc(SCc2ccc(Cl)cc2Cl)nc1Cl
  5	.
CCN(CC)C(=O)CN(c1ccc2c(c1)OCO2)S(C)(=O)=O
  -5	.
COC(=O)C1=C(C(C)=O)C(c2ccc(C(=O)OC)cc2)n2nnnc2N1 (stereo not given)
  5	-2
CCOc1ccc(OCC)c(NS(=O)(=O)c2ccc3c(c2)n(C)c(=O)c(=O)n3C)c1
  4	-1
CCCN(CCC)CC(=O)Nc1cccc2c1OCO2
  2	.
Cc1ccc2c(c1)N(CC(=O)NC1CCCc3ccccc31)C(=O)CO2 (stereo not given)
  -8	-1
CCOc1c2c(nc3ccc(Cl)cc13)CCC2
  10	-45
CS(=O)(=O)c1ccc(N2CCN(C3CC(=O)NC3=O)CC2)cc1 (stereo not given)
  5	0
Cn1c(=O)c2c(nc(N3CCCCC3)n2C)n(C)c1=O
  .	-10
CCc1ccc2oc(=O)cc(CN3CCN(CCO)CC3)c2c1
  8	-11
CN(C)CCNc1c2c(c(C#N)c3nc4ccccc4n13)CCCC2
  -3	-14
C=CCN(CC=C)C(=S)NC(=O)c1ccc(OC)c(Br)c1
  -13	.
CN1CCN(S(=O)(=O)c2ccc(-c3ccc(Cl)cc3)cc2)CC1
  -8	-7
CC1=C(C(=O)OCc2ccccc2)C(c2ccc(N3CCOCC3)cc2)NC(=O)N1 (stereo not given)
  7	-59
Cc1ccc(S(=O)(=O)N2CCN(S(=O)(=O)c3ccc(C)cc3)C2)cc1
  -11	.
Cc1cccc(CSc2nc3ccncc3n2CC(=O)Nc2cc(C)cc(C)c2)c1
  7	.
COc1ccc(-c2nc(-c3cccc(C(F)(F)F)c3)no2)cc1OC
  2	3
CC(C)c1ccc(-c2nc3c([nH]2)c(=O)n(C)c(=O)n3C)cc1
  -17	-7
CCOC(=O)C1CCN(c2c(N3CCN(Cc4ccccc4)CC3)c(=O)c2=O)CC1
  -3	-10
CCN(c1ccc2c(c1)OCO2)S(=O)(=O)c1cc(Br)cc2c1N(C(=O)C1CC1)CC2
  .	-20
CN(C)c1ccc(C(=O)C(O)c2ccc(C(C)(C)C)cc2)cc1 (stereo not given)
  4	30
COc1cc(/C=C/CO)ccc1O[C@@H]1O[C@H](CO)[C@@H](O)[C@H](O)[C@H]1O
  13	.
CC(C)Sc1nnc([C@H](Cc2c[nH]c3ccccc23)NC(=O)OC(C)(C)C)o1
  -29	.
COc1cccc(NC(=O)CN(C)S(=O)(=O)c2ccc(C)cc2)c1
  -5	-4
Cc1ccc(C(OC(=O)c2ccco2)C(=O)NC2CCCCC2)cc1 (stereo not given)
  -12	.
Clc1cccc2sc(N3CCOCC3)nc12
  -12	-11

# (more compounds)
# Order of results: RmlC RmlD mix	HIV RNase H inh
COC(=O)C1=C(c2ccccc2)C[C@@H]2CC[C@H]1N2C(=O)NCC1CC1
  8	.
O=C(c1cccs1)N1CCc2ccccc21
  4	-50
CCOc1ccc(Cc2nc(C)c(CC(=O)N3CCOCC3)c(=O)[nH]2)cc1
  1	-3
CCCCOC(=O)C1CCCC(C(=O)OCCCC)N1 (stereo not given)
  4	-6
O=C(NC(CO)C(O)c1ccc([N+](=O)[O-])cc1)C(Cl)Cl (stereo not given)
  9	.
CCOc1ccc(C2c3c(oc4cc(C)c(C)cc4c3=O)C(=O)N2CCCN2CCOCC2)cc1 (stereo not given)
  8	4
O=C(Nc1ccc(-c2csc(Nc3ccccc3)n2)cc1)c1cccc(C(F)(F)F)c1
  1	.

# Another view of part of the listing above.
SMILES | RmlC RmlD mix | HIV RNase H inh
O=C(NC(CO)C(O)c1ccc([N+](=O)[O-])cc1)C(Cl)Cl (stereo not given) | 9 | .
CCOc1ccc(C2c3c(oc4cc(C)c(C)cc4c3=O)C(=O)N2CCCN2CCOCC2)cc1 (stereo not given) | 8 | 4
O=C(Nc1ccc(-c2csc(Nc3ccccc3)n2)cc1)c1cccc(C(F)(F)F)c1 | 1 | .

# Structural class, the entries above with a CF3 group
# Order of results: RmlC RmlD mix	HIV RNase H inh
CCN1C(=O)N(S(=O)(=O)C(F)(F)F)[C@@H](c2ccccc2)C(C(=O)OC)=C1C
  -70	.
CC1(C)CC(=O)C2=C(C1)N(Cc1ccco1)C(=O)NC2(C(F)(F)F)C(F)(F)F
  -13	-10
COc1ccc(-c2nc(-c3cccc(C(F)(F)F)c3)no2)cc1OC
  2	3
O=C(Nc1ccc(-c2csc(Nc3ccccc3)n2)cc1)c1cccc(C(F)(F)F)c1
  1	.

# Screening results: PubChem, several laboratories
